Anthrax LF inh2 = inhibitors of Bacillus anthracis lethal factor protease. P15917. 0.12% of 360,000 active. multiplex microsphere protease cleavage assay, LF. inhibition, % at 10 µM; also: plate controls were buffer without enzyme for full effect and enzyme alone for no effect
Target sequence (P15917 whole entry, looked up): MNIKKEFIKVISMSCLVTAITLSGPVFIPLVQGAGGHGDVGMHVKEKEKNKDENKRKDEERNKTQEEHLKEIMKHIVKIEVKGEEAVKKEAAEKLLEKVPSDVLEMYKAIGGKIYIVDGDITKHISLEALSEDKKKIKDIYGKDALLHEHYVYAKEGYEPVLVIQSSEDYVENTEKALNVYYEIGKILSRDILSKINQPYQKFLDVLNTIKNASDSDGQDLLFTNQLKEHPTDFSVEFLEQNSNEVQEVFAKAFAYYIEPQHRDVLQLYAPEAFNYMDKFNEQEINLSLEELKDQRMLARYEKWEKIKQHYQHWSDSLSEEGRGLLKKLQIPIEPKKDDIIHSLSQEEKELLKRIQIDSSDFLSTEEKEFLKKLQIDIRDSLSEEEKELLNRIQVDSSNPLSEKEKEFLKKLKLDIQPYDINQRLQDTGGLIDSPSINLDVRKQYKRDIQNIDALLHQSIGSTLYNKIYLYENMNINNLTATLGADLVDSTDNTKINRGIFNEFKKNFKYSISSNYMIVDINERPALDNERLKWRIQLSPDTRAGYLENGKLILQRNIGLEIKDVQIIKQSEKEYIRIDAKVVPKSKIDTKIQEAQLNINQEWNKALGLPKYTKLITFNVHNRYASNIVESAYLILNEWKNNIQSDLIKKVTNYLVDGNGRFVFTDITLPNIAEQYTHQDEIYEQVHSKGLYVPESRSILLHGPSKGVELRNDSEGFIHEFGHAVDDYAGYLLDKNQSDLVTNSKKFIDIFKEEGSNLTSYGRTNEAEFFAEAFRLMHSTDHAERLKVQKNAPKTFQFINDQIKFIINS
BoNT-F LC inh = BoNT F light chain protease inhibition | Multiplex microsphere protease cleavage assay, flow cytometry | inhibition, % at 10 µM | 0.22% of 360,000 active | AID 588497; in the data active = inhibition above about 35%, passing the limit was not always enough; inconclusive = no clear call, values can overlap the other calls; also: plate controls were buffer without enzyme for full effect and enzyme alone for no effect
GDH-TPI counter = inhibits GDH-TPI coupling enzymes, artifact for Mtb FBA screen | inhibition, % at 4.8 µM | GDH-TPI coupled enzyme counterscreen, NADH absorbance | 1.2% of 360,000 active | AID 588335; in the data active = inhibition above about 30%;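 also: 0% = DMSO wells and 100% = wells lacking the enzyme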
Mtb BioA inh = BioA (M. tuberculosis) enzyme inhibition; purified M. tuberculosis BioA enzyme, plate reader; inhibition, % at 9.99 µM; 0.096% of 360,000 active; AID 602481; in the data active = inhibition above about 40%; inconclusive = no clear call, values can overlap the other calls
PfHsp40 rescue = restores yeast growth despite PfHsp40 toxicity. S. cerevisiae expressing PfHsp40, growth rescue, ATP luminescence. growth rescue, % at 12.5 µM. 0.68% of 340,000 active; in the data active = growth rescue above about 28%, passing the limit was not always enough; inconclusive = no clear call, values can overlap the other calls;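 also: yeast W303a lacking pdr1 and pdr3 grown in galactose medium; growth measured after three days at 30 °C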
Mtb FBA inh = inhibitors of M. tuberculosis fructose-bisphosphate aldolase. purified M. tuberculosis FBA, fluorescence read-out. P9WQA3. inhibition, % at 1 µM. AID 588726. 2.3% of 360,000 active; in the data active = inhibition above about 27%;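 also: 0% = vehicle and 100% = reference inhibitor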
Mtb UGM inh = blocks M. tuberculosis UGM enzyme. 0.06% of 320,000 active. P9WIQ1. AID 504406. purified UGM, fluorescence polarization probe displacement. inhibition, % at 10 µM; in the data active = inhibition above about 10%, passing the limit was not always enough; inconclusive = no clear call, values can overlap the other calls
BoNT A protease = inhibitors of Botulinum neurotoxin A light chain protease | multiplex microsphere protease substrate cleavage, flow cytometry | inhibition, % at 10 µM | 0.17% of 360,000 active; also: plate controls were buffer without enzyme for full effect and enzyme alone for no effect
FadD28 binding = inhibitors of Mycobacterium tuberculosis FadD28 bisubstrate binding; FadD28 bisubstrate probe binding, fluorescence polarization; inhibition, % at 12.5 µM; 0.22% of 360,000 active; in the data active = inhibition above about 8.5%, passing the limit was not always enough; inconclusive = no clear call, values can overlap the other calls
* hit, by the source's call; ? = inconclusive; · = no result given. Rule as the data show it, unless noted: active = inhibition above about 30%; inconclusive = no clear call, values can overlap the other calls; inactive = below that.

SMILES | Anthrax LF inh2 | BoNT-F LC inh | GDH-TPI counter | Mtb BioA inh | PfHsp40 rescue | Mtb FBA inh | Mtb UGM inh | BoNT A protease | FadD28 binding
O=C(/C=C/Nc1ccccc1F)c1cccs1 | -1 | -4 | 22 | · | -0.7 | -2 | -4.6 | 0.9 | -2.0
O=C(NNC(=O)c1ccc(Cl)cc1Cl)c1cccs1 | 0 | -1 | -5 | 1.2 | -0.5 | 0 | 2.4 | 0.4 | -3.5
CC(C)c1ccc(CC(=O)N2CCC2(C)C(=O)NCCC#N)cc1 (stereo unspecified) | -4 | -4 | -6 | 0.1 | · | -3 | · | 0.3 | -4.0
O=C(O)c1ccccc1SCc1ccc2c(c1)OCO2 | 0 | -6 | 4 | -0.2 | 0.1 | 0 | 2.2 | -0.4 | -3.6
C[C@@H]1ON(C)[C@H]2C[C@H]3c4[nH]c5ccc(-c6ccc7c(c6)OCO7)cc5c4CCN3C(=O)[C@@H]12 | -5 | -8 | -2 | -3.9 | · | 10 | · | 0.9 | -2.9
CCNC(=S)N(Cc1cc2cccc(C)c2[nH]c1=O)C1CCCC1 | -8 | -2 | 15 | -2.7 | -0.4 | 3 | 0.9 | -1.1 | 0.9
Cc1ccccc1N=C1NC(=O)/C(=C/c2cccnc2)S1 | 6 | ? | 29 | 0.1 | -0.7 | -5 | 3.3 | -0.5 | -3.5
N#Cc1c(-c2c(Cl)cccc2Cl)noc1/C=C/Nc1ccc(C(=O)O)cc1 | 2 | 0 | 21 | · | -1.1 | 8 | -1.2 | -0.3 | -2.3
CCSc1nnc([C@@H]2CCCN2C(=O)OC(C)(C)C)o1 | 2 | -44 | 9 | -0.4 | -2.0 | -1 | -1.6 | -0.5 | -1.8
Cc1ccc2nc(N3CCOCC3)c3nncn3c2c1 | -10 | -4 | 28 | -1.9 | 1.7 | -1 | -0.9 | -0.9 | -2.9
COC(=O)C1N[C@@H]([C@@H](NC(=O)COc2ccccc2)C(=O)NC2CC2)SC1(C)C (stereo partly specified) | 1 | -4 | -4 | 0.0 | -0.1 | -1 | 1.1 | -0.5 | -3.1
CCOC(=O)c1cnc2c(C(F)(F)F)cccc2c1N1CCOCC1 | -2 | 19 | 7 | 2.2 | 0.8 | -2 | -2.2 | 0.2 | -1.7
CCOC(=O)CCc1c(C)c2ccc(OCC(=O)N3CCOCC3)c(C)c2oc1=O | 0 | 2 | 24 | 2.8 | 1.2 | 146* | 1.1 | 1.0 | -1.0
CN(C)/C=C/C(=O)c1cc(N2CCOCC2)ccc1[N+](=O)[O-] | -3 | -1 | 6 | 1.1 | 0.5 | -7 | 0.3 | 0.0 | -2.5
CCCn1c(SCC(=O)N2CCCC2=O)nc2ccccc2c1=O | 0 | 0 | 1 | 0.7 | -1.4 | -2 | · | -1.0 | -1.7
COc1cc2nc(N3CCNCC3)nc(N)c2cc1OC | -1 | -4 | 4 | · | 186* | 56* | -2.7 | -2.7 | -2.9
CCCCCn1c(CN2CCN(c3cccc(Cl)c3)CC2)nc2c1c(=O)n(C)c(=O)n2C | 0 | 2 | -7 | 0.9 | 6.3 | 0 | 0.4 | 0.4 | -1.5
Cc1c(N=Cc2cc(Br)cc(Br)c2O)cccc1C(=O)O | 1 | -1 | 9 | · | 59* | 6 | -0.2 | 2.2 | -0.7
CCN1CCCC1CNC(=O)Cn1nc(C)n2c(cc3cc(F)ccc32)c1=O (stereo unspecified) | -2 | -8 | 8 | -0.4 | -0.8 | 13 | 0.9 | 0.2 | -1.9
CCOC(=O)c1cc(-c2ccccc2)n(CC(=O)N2CCCC2)c1C | -2 | 2 | 14 | · | -0.1 | -1 | 0.8 | -0.3 | -1.9
COc1ccc(/C=C(\NC(=O)c2ccco2)C(=O)N2CCOCC2)cc1 | -14 | -20 | 7 | · | -1.5 | 3 | -1.3 | -3.3 | ·
Cc1ccc(Cc2nnc(SCC(=O)Nc3ccccc3)[nH]c2=O)cc1 | -2 | 1 | 4 | 0.3 | -2.7 | 0 | -1.2 | 2.0 | 0.0
C[N+]12CN3CN(CN(C3)C1)C2 | -1 | 10 | -6 | -0.6 | 0.0 | 1 | -3.1 | 0.3 | -0.6
Cc1ccc(NC(=O)c2cccc(NC(=O)CCC(=O)O)c2)cc1C | 4 | 22 | -3 | · | -2.0 | 2 | -1.5 | 4.6 | -1.4
CC(=O)NC(c1cccc(F)c1)c1nc(/C=C/c2ccccc2)cs1 (stereo unspecified) | 1 | -6 | 10 | -1.0 | · | 0 | · | -0.1 | -0.7

Complete entries, quoted from the list. Screens in order: Anthrax LF inh2 | BoNT-F LC inh | GDH-TPI counter | Mtb BioA inh | PfHsp40 rescue | Mtb FBA inh | Mtb UGM inh | BoNT A protease | FadD28 binding
CC(C)c1ccc(CC(=O)N2CCC2(C)C(=O)NCCC#N)cc1 (stereo unspecified) in the list: -4 | -4 | -6 | 0.1 | · | -3 | · | 0.3 | -4.0
O=C(/C=C/Nc1ccccc1F)c1cccs1 in the list: -1 | -4 | 22 | · | -0.7 | -2 | -4.6 | 0.9 | -2.0
CN(C)/C=C/C(=O)c1cc(N2CCOCC2)ccc1[N+](=O)[O-] in the list: -3 | -1 | 6 | 1.1 | 0.5 | -7 | 0.3 | 0.0 | -2.5
CCNC(=S)N(Cc1cc2cccc(C)c2[nH]c1=O)C1CCCC1 in the list: -8 | -2 | 15 | -2.7 | -0.4 | 3 | 0.9 | -1.1 | 0.9
CCOC(=O)CCc1c(C)c2ccc(OCC(=O)N3CCOCC3)c(C)c2oc1=O in the list: 0 | 2 | 24 | 2.8 | 1.2 | 146* | 1.1 | 1.0 | -1.0

(next part)
SMILES | Anthrax LF inh2 | BoNT-F LC inh | GDH-TPI counter | Mtb BioA inh | PfHsp40 rescue | Mtb FBA inh | Mtb UGM inh | BoNT A protease | FadD28 binding
O=C(NCc1nnc2c(C(F)(F)F)cc(Cl)cn12)c1cccnc1 | 3 | -3 | -7 | 7.6 | -1.2 | -3 | 1.0 | -2.7 | -4.4
O=C(NCCS(=O)(=O)N1CCCCC1)c1ccc2c(c1)OCO2 | -4 | 8 | -4 | 0.6 | -0.5 | 1 | -1.4 | 1.2 | -0.3
CCN(CC)CCOc1nnc(-c2ccc(OC)cc2)c2ccccc12 | -10 | 13 | 3 | · | 0.9 | 1 | -1.2 | 0.0 | -3.1
N#CCSc1nnc(N)s1 | -4 | -6 | -1 | -1.5 | -1.8 | 3 | -0.4 | -0.5 | -1.0
COC(=O)NC(Nc1sc2c(c1C(N)=O)CCCC2)(C(=O)OC)C(F)(F)F (stereo unspecified) | -1 | 1 | -5 | 0.9 | 0.3 | 1 | -1.0 | 0.0 | -2.1
CC(=O)N(C)c1ccc(NC(=S)NC(=O)/C=C/c2ccco2)cc1 | 0 | 3 | 40* | 1.1 | 0.0 | -7 | 5.3 | 1.5 | -0.9
O=C(c1ccco1)N1CCN(C(=O)c2ccccc2OC(=O)C23CC4CC(CC(C4)C2)C3)CC1 | -4 | -1 | 0 | 0.7 | 0.8 | 5 | · | -0.8 | 0.6
COc1cc(NC(=O)c2cccc3c2C(=O)N(Cc2cccnc2)C3)cc(OC)c1OC | 6 | -9 | 2 | -1.5 | -0.3 | 1 | 0.9 | 0.0 | -1.6
O=C(Nc1cccc(S(=O)(=O)N2CCCCC2)c1)c1ccc2c(=O)n3c(nc2c1)CCCCC3 | 0 | -6 | 5 | · | 3.8 | 1 | 0.3 | 0.3 | -4.1
CCOc1ccc(S(=O)(=O)NCCC(=O)NCC(c2ccc(OC)cc2)N2CCCCC2)cc1 (stereo unspecified) | ? | ? | -3 | 0.7 | 0.4 | -1 | 0.5 | ? | -1.6
Cc1cccc(OC(=O)c2cccnc2)c1C | -8 | -15 | 2 | -1.7 | 1.2 | -2 | 0.9 | 0.2 | 0.4
CC(=O)Nc1ccc(S(=O)(=O)NNC(=O)COc2cc(C)ccc2C(C)C)cc1 | -1 | -7 | 1 | 4.0 | 1.1 | 0 | 0.3 | -0.2 | -3.7
CN(Cc1ccccc1)C(=O)CN1CCN(C(c2ccccc2)c2ccccc2)CC1 | -3 | -2 | 2 | · | -0.9 | 4 | -1.6 | -0.9 | -3.6
Cc1ccc(NC(=O)CCC(=O)NNC(=O)COc2cccc3ccccc23)c(C)c1 | -2 | -9 | 9 | -2.4 | 0.0 | 0 | 2.1 | 0.2 | -0.7
CSc1ccc(S(=O)(=O)Nc2ccccc2C(=O)N2CCOCC2)cc1 | 3 | -15 | -4 | -0.5 | -0.4 | 0 | -3.8 | -1.9 | -5.0
Cc1nc(-c2ccccn2)nc(N2CCOCC2)c1Cl | -4 | ? | 7 | 0.2 | 0.0 | 0 | -2.5 | 2.5 | -1.0
CCc1ccc(C(=O)OCC(=O)NCCNC(=O)COC(=O)c2ccc(CC)cc2)cc1 | -1 | 3 | 12 | -1.9 | -0.5 | 2 | -2.0 | -0.1 | -1.7
CC1CCCN(C(=O)C(=O)c2cn(CC(=O)N3CCCCCC3)c3ccccc23)C1 (stereo unspecified) | 28 | 13 | 8 | -0.4 | 0.5 | 2 | -4.1 | 35* | -1.1
CN(C)S(=O)(=O)c1ccc(C(=O)OCn2nnc3ccccc3c2=O)cc1 | 6 | 5 | -4 | 0.3 | 1.3 | 0 | -0.5 | 0.1 | -2.8
CC(=O)Nc1ccc(CN2CCN(CCc3ccccc3)C(CCO)C2)cc1 (stereo unspecified) | -7 | -3 | 8 | 1.6 | -0.7 | -3 | -0.6 | 0.3 | 0.7
COc1ccc(NC(=O)C(C)NS(=O)(=O)c2ccc(NC(C)=O)cc2)cc1Cl (stereo unspecified) | -3 | -4 | -1 | -0.6 | 0.7 | 2 | 0.5 | -0.4 | -7.9
COc1cccc(NC(=O)Nc2ccc(CC(=O)O)cc2)c1 | -2 | -6 | 4 | · | 0.2 | 4 | 1.8 | 0.0 | 0.3
S=C1NCCN1CC1CCN(CC2CCCC2)CC1 | -9 | 3 | -11 | -1.9 | 0.7 | -1 | · | -0.5 | -3.1
Cc1cc(C)cc(NC(=O)CS(=O)(=O)c2cccc3nsnc23)c1 | -2 | 2 | 4 | -1.8 | 0.0 | -1 | 0.7 | 0.6 | -0.6
COc1ccc(OC)c(S(=O)(=O)N2CCC(C(=O)NCc3ccncc3)CC2)c1 | 1 | 4 | -3 | 0.5 | 0.1 | -2 | 0.5 | -0.2 | -0.2

New compounds follow:
SMILES | Anthrax LF inh2 | BoNT-F LC inh | GDH-TPI counter | Mtb BioA inh | PfHsp40 rescue | Mtb FBA inh | Mtb UGM inh | BoNT A protease | FadD28 binding
CCOC(=O)Nc1cc2c(C)cc(=O)oc2cc1C | 0 | 5 | 8 | · | 0.3 | 28* | 2.1 | 0.7 | -0.4
NC(=S)N=Nc1c(O)n(CC(=O)Nc2ccccc2)c2ccccc12 | 16 | -9 | 10 | -1.1 | -0.7 | 1 | 1.2 | -1.1 | 1.5
O=C(N/N=C/c1ccc2c(c1)OCO2)c1ccc(Cl)cc1Cl | -8 | -13 | 16 | · | 1.4 | -1 | 1.9 | -6.3 | -0.7
Cc1ccc(C(=O)N/C(=C\c2ccco2)C(=O)NCCCn2ccnc2)cc1C | 1 | -3 | 11 | -1.1 | -0.4 | -2 | -1.0 | 0.3 | -4.2
C=CCNC(=O)c1ccc2nc(-c3ccccc3)c(-c3ccccc3)nc2c1 | 1 | -14 | 10 | 0.1 | -0.4 | 32* | 2.0 | 1.8 | -4.8
COc1ccc2[nH]c3c(c2c1)CCN1C(=O)C(CC(=O)NCc2ccc(OC)c(OC)c2)C[C@H](C(=O)N2CCOCC2)[C@@]31CCC1CCCC1 (stereo partly specified) | -1 | 1 | 10 | 0.0 | 0.8 | 4 | · | -0.2 | -1.2
CCN(CC)CCn1c2c(c(SCC(=O)Nc3nc(C)cs3)nc1=O)CCCC2 | -1 | 0 | -6 | 1.3 | 0.5 | 1 | 2.3 | -0.5 | 1.1
COc1cc(NC(=O)CSc2nnnn2-c2ccccc2)cc(OC)c1OC | 0 | -6 | -5 | -1.6 | -0.8 | -2 | 3.9 | 0.1 | -4.4
CCOC(=O)c1ccc(N2C(=O)CC(SCC(N)C(=O)OCC)C2=O)cc1 (stereo unspecified) | 2 | 15 | 5 | -1.0 | -0.3 | 2 | 0.3 | 2.2 | 1.1

Assay outcomes from PubChem.
